Compound activity as filed in PubChem.
MrgX1 ag – activates human MrgX1 receptor signaling | AID 588627 | hit rate 0.44% among 310,000 | MrgX1-HEK293 cells, Fluo-4 calcium fluorescence, agonist mode; hits give high values | Q96LB2 | B-score at 10 µM;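 active = calcium response B-score plate-corrected fluorescence ratio at least 3 library SD, with starting fluorescence B-score inside 5 SD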
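Test system: HEK293 cells stably expressing human MrgX1 receptor; amount: 15,000 cells per well; doses: compound delivered in addition one of three; times: overnight plating before 1 h dye loading; detection: Fluo-4 NW calcium-flux fluorescence, kinetic read; read-out basis: B-scored fluorescence response ratio; controls: positive and negative controls per plate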
PolyA inh – yeast polyadenylation inhibition | S. cerevisiae SKY197-pL101 polyadenylation reporter, beta-gal luminescence; efflux-impaired pdr1/pdr3 knockout yeast; score 100 = 6 SD above DMSO | calls only at 12 µM | hit rate 0.02% among 300,000;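 active = lowest replicate activity score at least 50, where 100 means six control SD above control mean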;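 also: yeast exposed to compound for 9 h at 30 °C; higher score means more reporter readthrough which indicates perturbed polyadenylation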
MrgX1 allo act – allosterically activates human MrgX1 receptor signaling; hit rate 0.63% among 310,000; MrgX1-HEK293, Fluo-4 calcium flux, FDSS; hits give high values; Q96LB2; B-score at 10 µM; AID 588675;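 active = plate-corrected calcium response at least 3 library SD above typical, normal starting fluorescence, not activating the receptor alone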;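 also: compound read alongside a low EC10 to EC30 dose of BAM8-22 agonist; peak minus trough fluorescence over baseline measured at the second addition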
TRPC4 inh – TRPC4 (mouse) channel inhibition; Q9QUQ5; HEK293 TRPC4beta/mu-opioid, DAMGO-evoked Fluo4 calcium flux; hits give low values; B-score at 10 µM; hit rate 0.39% among 300,000; AID 2247;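 active = B-score over 3 SD under the library average, no early fluorescence shift, positive overall ratio signal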
Target sequence (Q9QUQ5 whole entry, looked up): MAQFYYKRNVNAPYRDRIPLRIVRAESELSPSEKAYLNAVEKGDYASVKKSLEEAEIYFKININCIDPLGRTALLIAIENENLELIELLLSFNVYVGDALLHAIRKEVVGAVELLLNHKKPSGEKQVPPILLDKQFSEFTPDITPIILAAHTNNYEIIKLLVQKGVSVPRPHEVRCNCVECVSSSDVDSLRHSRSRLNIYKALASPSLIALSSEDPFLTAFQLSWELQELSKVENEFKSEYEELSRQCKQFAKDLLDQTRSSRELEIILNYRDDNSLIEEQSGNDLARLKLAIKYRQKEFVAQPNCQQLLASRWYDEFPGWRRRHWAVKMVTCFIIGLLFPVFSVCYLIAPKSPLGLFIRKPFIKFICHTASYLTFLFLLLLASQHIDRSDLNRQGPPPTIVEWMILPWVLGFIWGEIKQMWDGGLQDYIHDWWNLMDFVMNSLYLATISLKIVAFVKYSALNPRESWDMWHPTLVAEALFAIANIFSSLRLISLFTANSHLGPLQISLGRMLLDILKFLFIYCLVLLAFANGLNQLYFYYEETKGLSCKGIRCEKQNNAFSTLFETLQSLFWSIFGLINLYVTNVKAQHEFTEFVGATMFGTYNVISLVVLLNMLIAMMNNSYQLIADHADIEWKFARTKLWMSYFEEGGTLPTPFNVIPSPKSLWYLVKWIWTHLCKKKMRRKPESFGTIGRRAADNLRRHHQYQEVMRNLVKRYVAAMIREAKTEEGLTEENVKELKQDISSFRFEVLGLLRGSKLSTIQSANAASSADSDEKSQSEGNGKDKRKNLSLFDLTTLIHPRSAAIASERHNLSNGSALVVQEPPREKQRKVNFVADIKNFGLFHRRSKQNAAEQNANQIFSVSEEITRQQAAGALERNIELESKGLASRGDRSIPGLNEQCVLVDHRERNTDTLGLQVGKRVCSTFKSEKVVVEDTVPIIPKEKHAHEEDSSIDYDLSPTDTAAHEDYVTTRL
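System: stable TRPC4beta/mu-opioid receptor HEK293 cells; Dosing: single-point compound dosing; Measured by: Fluo4 Ca2+ flux fluorescence; Read-out basis: per-well B score of integrated baseline-normalized Fluo4 ratio.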
TRPC4 act – activators of mouse TRPC4 channel | Q9QUQ5 | HEK293 TRPC4beta/mu-opioid, Fluo4 calcium fluorescence; hits give high values | B-score at 10 µM | hit rate 0.49% among 310,000 | AID 2237;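 active = B-score above 5 SD of library B-scores, and initial fluorescence ratio not above library mean plus 5 SD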;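 also: positive B-score marks a calcium rise read as TRPC4 activation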
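Assay system – TRPC4beta and mu-opioid receptor HEK293 stable cells · Measured by – Fluo4 fluorescence, kinetic · Schedule – dye loading 45 min room temperature, 110 s kinetic read · Read-out – B-scored integrated calcium fluorescence ratio · Controls – buffer and maximal DAMGO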
MrgX1 antagonist – blocks BAM8-22 activation of human MrgX1 receptor; hit rate 1.3% among 310,000; B-score at 10 µM; MRGX1-HEK293 calcium flux, Fluo-4, BAM8-22 antagonism; hits give low values; AID 588676; Q96LB2;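 active = calcium-response B-score plate-corrected more than 3 library SD below zero, starting fluorescence within 5 deviations, no agonist response on first addition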;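 also: peak minus trough fluorescence over baseline after final BAM8-22 challenge near maximal dose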
TRPC4 potent – TRPC4 (mouse) allosteric potentiation; Q9QUQ5; HEK293 TRPC4beta/mu-opioid, DAMGO EC20, Fluo-4 Ca2+ flux; hits give high values; B-score at 10 µM; hit rate 0.42% among 310,000; AID 2227;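 active = B-score of calcium response area above 5 SD of library B-scores, with initial fluorescence ratio within 5 SD of library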;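 also: B-score of integrated fluorescence ratio over time as area under calcium response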
TRPC6 act – activators of mouse TRPC6 channel; Q61143; HEK293-TRPC6 membrane potential dye fluorescence; hits give high values; B-score at 10 µM; hit rate 0.13% among 310,000;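 active = B-score of the integrated fluorescence ratio above library mean plus 3 SD, and starting fluorescence ratio within library mean plus 5 SD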;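 also: higher score means more depolarization so channel activation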
HIF activator – HIF pathway transcriptional activation | U2OS HRE-luciferase reporter, luminescence; normalized: DMSO 0%, desferrioxamine 100% | activation, % at 7.5 µM (by protocol) | hit rate 0.32% among 300,000;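 active = mean activation of at least 10% of the iron chelator positive control signal, with at least half of replicates also reaching 10%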
AI-2 QS mod – modulators of Vibrio harveyi AI-2 quorum sensing system. Vibrio harveyi JMH597 AI-2 luminescence/OD600 ratio, 9 h; hits give low values; strain lacks LuxN and CqsS sensors; 0 = neutral-control median. activity change, % at 7.5 µM. hit rate 0.4% among 300,000. AID 2094; in the data active = activity change below about -75%, passing the limit was not always enough;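 also: luminescence divided by OD600 gain over 9 h not by final OD600 alone; inactives centre near 13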
TRPC6 inh – blocks the mouse TRPC6 cation channel. B-score at 10 µM. HEK293-TRPC6, membrane potential dye, ACh-evoked depolarization; hits give low values. hit rate 1.1% among 310,000. Q61143;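 active = B-score under library mean minus 3 SD, initial fluorescence not abnormally high, positive integrated signal ratio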;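 also: B-score derived from integrated fluorescence ratio over the kinetic read; more negative B-score means stronger inhibition of depolarization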
* hit, by the source's call; i = inactive; . = not tested or not shown. The list is partial; rates above refer to the full screens.

SMILES | MrgX1 ag | PolyA inh | MrgX1 allo act | TRPC4 inh | TRPC4 act | MrgX1 antagonist | TRPC4 potent | TRPC6 act | HIF activator | AI-2 QS mod | TRPC6 inh
CC1=CC(=C(C#N)C#N)C=C(C)N1CCN1CCN(C(=O)Nc2cccc(Cl)c2)CC1 | i | i | i | i | i | i | i | i | 0.1 | 19 | i
CCN(CC)CCCN1C(=O)c2oc3ccccc3c(=O)c2C1c1cccs1 (stereo not drawn) | i | i | 11* | i | i | i | i | i | 0.2 | 25 | i
CC(CNC(=O)c1cc(COc2c(F)cccc2F)on1)c1ccccc1 (stereo not drawn) | i | i | i | i | i | i | i | i | 0.6 | -19 | i
CCCCCC1=NN2C(=O)CC(=O)N=C2S1 | i | i | i | i | i | i | i | i | -0.4 | 8 | i
COc1cccc(NC(=O)c2ccccc2Oc2ccccc2)c1 | i | i | i | i | i | i | i | i | 0.0 | -2 | -5.3*
COc1cccc(CNC(=O)CSc2nc(=O)n(Cc3ccncc3)c3c2CCC3)c1 | i | i | i | i | i | i | i | i | -0.3 | 37 | i
CCC(=O)N1CCc2cc(S(=O)(=O)CCC(=O)Nc3ccc(OC)cc3)ccc21 | i | i | i | i | i | i | i | i | -0.4 | 25 | i
COc1ccc(NC(=O)CNC(=O)Cc2cccc3ccccc23)c(OC)c1 | i | . | i | i | i | i | i | i | 93* | 18 | i
COc1cc(/C=C/C(=O)N2CCCc3ccccc32)cc(OC)c1OC | i | i | i | i | i | i | i | i | -0.4 | -5 | i
O=C(Cn1nc(-c2ccccc2Cl)ccc1=O)Nc1ccc(Br)cc1 | i | i | i | i | i | i | i | i | 0.4 | -62 | i
CC(C)(Oc1ccc(Cl)cc1)C(=O)O/N=C(\N)c1ccncc1 | i | i | i | i | i | i | i | i | 1.1 | 16 | i
O=C(Cc1ccccc1)c1ccc(Cl)cc1 | i | i | i | i | i | i | i | i | 2.5 | 7 | i
Cc1c(C)n(Cc2ccccc2)c2ccc(C(=O)OCCCN(C)C)cc12 | i | i | i | i | i | i | i | i | 0.0 | -4 | -8.5*
CCC/C(O)=C1\C(=O)CCCC1=NCCc1c(C)[nH]c2ccc(OC)cc12 | i | i | i | i | i | i | i | i | 0.8 | -19 | i
CCC(=O)c1ccc(OC(=O)c2cccs2)cc1 | i | i | i | i | i | i | i | i | 0.2 | -3 | i
CN(C)CCN(Cc1ccccc1)C(=O)[C@H](Cc1ccccc1)N1C(=O)c2ccccc2C1=O | i | i | i | i | i | i | i | i | 0.1 | 12 | i
Cc1ccc(-c2csc3ncn(CC(=O)O)c(=O)c23)cc1C | i | i | i | i | i | i | i | i | -0.4 | 6 | i
CC(NC(=S)NC1CCCCC1)C(c1ccccc1)N1CCOCC1 (stereo not drawn) | i | i | i | i | i | i | i | i | 0.4 | 14 | i
CCOC(=O)c1cnc2c(c(C)nn2C)c1Oc1ccc(Cl)cc1 | i | i | i | i | i | i | i | i | -0.5 | 4 | i
CCC1(C)Cc2c(sc3nc(SC)n(Cc4ccccc4)c(=O)c23)CO1 (stereo not drawn) | i | i | i | i | i | i | i | i | 1.8 | 21 | i
C/C(=N/NC(=O)c1ccco1)c1cccc(NC(=O)c2ccc(C)s2)c1 | i | i | i | i | i | i | i | i | -20 | 16 | i
O=S(=O)(O)c1nc2ccccc2n1Cc1ccc(Cl)cc1 | i | i | i | i | i | i | i | i | -18 | 17 | i
C/C(=N\NC(=O)C1CC1)c1cccnc1 | i | i | i | i | i | i | i | i | -0.3 | 11 | i
CC1CCCC(NC(=O)C2CCN(S(=O)(=O)N3CCOCC3)CC2)C1C (stereo not drawn) | i | i | i | i | i | i | i | i | 0.0 | 15 | i
Cc1nc(SCc2ccccc2F)c2oc3ccccc3c2n1 | i | i | i | i | i | i | i | i | 0.5 | 25 | i
CCN1CCN(C(=O)CN(Cc2ccccc2)S(C)(=O)=O)CC1 | i | i | i | i | i | i | i | i | -0.5 | 9 | i
CC(C)c1ccc(C2N3CC4([N+](=O)[O-])CN2CC([N+](=O)[O-])(C3)C4(C)C)cc1 (stereo not drawn) | i | i | i | i | i | i | i | i | -0.4 | 9 | i
CCCCC(=O)N(c1ccc(C(=O)O)cc1)c1nc(-c2ccc(Cl)cc2)c(CC)s1 | i | i | i | -6* | i | i | i | i | 0.9 | 3 | i
COc1ccc(CNC(=O)C2=CC(c3ccc(OC)c(OC)c3)=NS(=O)(=O)N2C)cc1 | i | i | i | i | i | i | i | i | -0.1 | 22 | i
NCCc1nnc(SCC(=O)Nc2cccc(Cl)c2)o1 | i | i | i | i | i | i | i | i | -0.3 | 16 | i
CC(OC(=O)CN1C(=O)c2ccccc2C1=O)C(=O)NC1CCCC1 (stereo not drawn) | i | i | i | i | i | i | i | i | 0.1 | 20 | i
CCCCN(C)c1c(N2CCC(C(=O)OCC)CC2)c(=O)c1=O | i | i | i | i | i | i | i | i | -0.3 | 23 | i
COC(=O)c1scc(C)c1N/N=C(\C)c1ccc(F)cc1F | i | i | i | i | i | i | i | i | -1.1 | 14 | i
CCOc1cccc(C2NC(=S)NC(C)=C2C(=O)Nc2ccccc2)c1 (stereo not drawn) | i | i | i | i | i | i | i | i | 0.6 | -1 | i
O=C(COC(=O)c1ccc(O)cc1)Nc1ccc2[nH]c(=O)[nH]c2c1 | i | i | i | i | i | i | i | i | 1.9 | 33 | i
Cc1nc(-c2cccc(Cl)c2)n[nH]1 | i | i | i | i | i | i | i | i | 1.3 | 8 | i
Cc1cc([N+](=O)[O-])ccc1NC(=O)Cc1ccc(F)cc1 | i | i | i | i | i | i | i | i | -0.3 | 19 | i
CC(=O)N1CCC(C(=O)Nc2ccc(S(=O)(=O)N3CCC(C)CC3)cc2)CC1 | i | i | i | i | i | i | i | i | 0.1 | 19 | i
COc1ccccc1CC(=O)Nc1cc(C)ccn1 | i | i | i | i | i | i | i | i | 1.8 | -9 | i
O=C(NCc1ccco1)c1ccc2ccccc2c1 | i | i | i | i | i | i | i | i | . | -21 | i
Cc1cccc(N(CC(=O)N2CCOCC2)S(C)(=O)=O)c1C | i | i | i | i | i | i | i | i | 0.1 | 4 | i
Cn1c(=O)c(C(=O)NC2CCCCCC2)c(O)c2ccccc21 | i | i | i | i | i | i | i | i | 1.0 | 0 | i
COc1ccc(CNS(=O)(=O)c2ccc(S(=O)(=O)NC3CC3)cc2)cc1 | i | i | i | i | i | i | i | i | 0.1 | 11 | i
CCCCCNC(=O)CCCCn1c(=O)[nH]c2cc(OCC)c(OCC)cc2c1=O | i | i | i | i | i | i | i | i | 0.0 | -9 | i
COc1cccc(N2C(=O)[C@H]3C(C(=O)c4cnccn4)=NN[C@H]3C2=O)c1 | i | i | i | i | i | i | i | i | -0.2 | 5 | i
CCCn1c(N)c(N(CCOC)C(=O)Cc2ccc(S(=O)(=O)N3CCOCC3)s2)c(=O)[nH]c1=O | i | i | i | i | i | i | i | i | -0.7 | 16 | i
O=C(c1sc2ccccc2c1Cl)N(Cc1ccccc1)C1CCS(=O)(=O)C1 (stereo not drawn) | i | i | i | i | 107* | i | i | i | 0.0 | 25 | i
CCN1CCN(C(CNS(=O)(=O)c2ccc(C)cc2)c2cccnc2)CC1 (stereo not drawn) | i | i | i | i | i | i | i | i | -8.5 | 22 | i

2 entries picked at random from the list so far:
SMILES | MrgX1 ag | PolyA inh | MrgX1 allo act | TRPC4 inh | TRPC4 act | MrgX1 antagonist | TRPC4 potent | TRPC6 act | HIF activator | AI-2 QS mod | TRPC6 inh
CC(=O)N1CCC(C(=O)Nc2ccc(S(=O)(=O)N3CCC(C)CC3)cc2)CC1 | i | i | i | i | i | i | i | i | 0.1 | 19 | i
CCCn1c(N)c(N(CCOC)C(=O)Cc2ccc(S(=O)(=O)N3CCOCC3)s2)c(=O)[nH]c1=O | i | i | i | i | i | i | i | i | -0.7 | 16 | i

Later entries:
SMILES | MrgX1 ag | PolyA inh | MrgX1 allo act | TRPC4 inh | TRPC4 act | MrgX1 antagonist | TRPC4 potent | TRPC6 act | HIF activator | AI-2 QS mod | TRPC6 inh
O=C(c1cc(COc2ccc(F)cc2F)on1)N1CCSCC1 | i | i | i | i | i | i | i | i | 5.4 | -45 | i
COc1ccc(CCN(C)C(=O)CNC(=O)c2ccccc2F)cc1OC | i | i | i | i | i | i | i | i | -0.3 | 13 | i
O=C(NNC(=O)c1ccccc1C(F)(F)F)c1csc(N2CCOCC2)n1 | i | i | i | i | i | i | i | i | -0.2 | 6 | i
CC(=O)N/C(=C\c1ccccc1)C(=O)OC(C)C(=O)c1ccccc1 (stereo not drawn) | i | i | i | i | i | i | i | i | -0.2 | 19 | i
CCOc1ccc2nc(NCCO)[nH]c2c1 | i | i | i | i | i | i | i | i | -0.7 | 11 | i
COc1ccccc1NS(=O)(=O)c1ccc(C(=O)NCC2(N(C)C)CCCCC2)cc1 | i | i | i | i | i | i | i | i | 0.5 | 7 | i
CCc1cccc(C)c1NC(=S)NCC1CCN(c2ccc(OC)cc2)C1 (stereo not drawn) | i | i | i | i | i | i | i | i | 0.2 | 10 | i
Oc1ccccc1C=NC(c1ccccc1)C(O)c1ccccc1 (stereo not drawn) | i | i | i | i | i | i | i | i | 0.0 | 16 | i
CC1=CN2C(=N)/C(=C\c3cn(CCCOc4ccccc4)c4ccccc34)C(=O)N=C2S1 | i | i | i | i | i | i | i | i | -0.4 | 12 | i
CCc1ccc(OCc2ccc(C(=O)NCc3ccccn3)o2)cc1 | i | i | i | i | i | i | 25* | i | 0.5 | -3 | i
Cc1ccccc1-n1c(Cc2cccs2)n[nH]c1=S | i | i | i | i | i | i | i | i | 0.4 | 7 | i
O=C(Cc1ccccc1)NCC(=O)Nc1cccc(Br)c1 | i | i | i | i | i | i | i | i | -0.1 | 24 | i
Cc1cccc(NC(=O)c2ccccc2OCC(=O)c2ccc(F)cc2)c1 | i | i | i | i | i | i | i | i | 0.9 | 18 | i
[N-]=[N+]=NCCN1CCN(CCc2ccccc2)CCC1=O | i | i | i | i | i | i | i | i | 0.8 | -1 | i
